Bioassay records: PubChem, The Scripps Research Institute Molecular Screening Center
V1R ag counter – V1a receptor agonism, counter-screen for OXTR agonists | P37288 | CHO-V1R cells, Fluo-8 calcium fluorescence, agonist mode; 0% DMSO, 100% 3 nM vasopressin | activation, % at 3 µM | 0.25% of 320,000 active | AID 2797;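 active = activation above the mean activation of all tested compounds plus 3 SD, per screening run, cut at about 20% in these data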;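 note: signal is peak over basal fluorescence ratio across a 100 second FLIPR read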
Target sequence (P37288 whole entry, looked up): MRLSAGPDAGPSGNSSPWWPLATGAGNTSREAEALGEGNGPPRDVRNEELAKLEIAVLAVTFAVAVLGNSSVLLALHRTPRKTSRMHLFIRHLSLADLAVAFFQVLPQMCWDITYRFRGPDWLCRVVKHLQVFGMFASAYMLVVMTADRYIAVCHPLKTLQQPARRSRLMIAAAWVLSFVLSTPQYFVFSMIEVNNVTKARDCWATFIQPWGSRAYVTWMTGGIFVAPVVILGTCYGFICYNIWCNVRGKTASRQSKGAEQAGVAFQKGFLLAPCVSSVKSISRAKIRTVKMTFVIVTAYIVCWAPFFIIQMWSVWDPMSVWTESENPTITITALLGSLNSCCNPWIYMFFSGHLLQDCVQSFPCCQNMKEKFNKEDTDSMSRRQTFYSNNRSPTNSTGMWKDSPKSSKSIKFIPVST
TAAR1 antagonist – human TAAR1 antagonism | CHO RD-HGA16 TAAR1, Fluo-8 calcium fluorescence, antagonist | AID 624466 | 1.5% of 360,000 active | inhibition, % at 3 µM | Q96RJ0;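 active = inhibition above a per-plate cutoff, the mean inhibition of test compounds on that plate plus 3 SD, cut at about 49% in these data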;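 note: 0% = DMSO plus EC80 beta-PEA response and 100% = DMSO alone without agonist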
Target sequence (Q96RJ0 whole entry, looked up): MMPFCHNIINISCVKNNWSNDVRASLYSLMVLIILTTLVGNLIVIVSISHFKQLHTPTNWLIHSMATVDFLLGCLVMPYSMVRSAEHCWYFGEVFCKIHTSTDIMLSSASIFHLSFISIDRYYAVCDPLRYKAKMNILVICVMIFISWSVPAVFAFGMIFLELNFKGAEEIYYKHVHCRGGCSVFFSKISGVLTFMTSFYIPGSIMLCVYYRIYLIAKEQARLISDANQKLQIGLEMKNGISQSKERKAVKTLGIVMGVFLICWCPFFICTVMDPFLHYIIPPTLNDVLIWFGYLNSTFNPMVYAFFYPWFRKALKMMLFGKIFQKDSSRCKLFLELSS
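Test system: CHO RD-HGA16 cells bearing hTAAR1 | Reagent: β-PEA, EC80 | Compound dosing: 3 µM, single point | Schedule: Dye loading 75 min at 37 °C, then 30 min room temperature | Signal: Calcium fluorescence with Fluo-8 | Evaluation: Percent inhibition of PEA-evoked calcium signal, max/basal emission ratio | Control set: DMSO-only wells and EC80 β-PEA-stimulated wells | Repeats: Singlicate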
OXTR ag – human OXTR agonism; P30559; CHO-OTR cells, Fluo-8 calcium fluorescence; normalized: DMSO 0%, oxytocin 100%; activation, % at 3 µM; 0.32% of 320,000 active;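 active = activation above the mean of all tested compounds plus 3 SD, cutoff set per screening run, cut at about 20% in these data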;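 note: peak over basal fluorescence ratio from a 100 s FLIPR kinetic read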
OXTR potentiate – human OXTR potentiation; P30559; CHO-OTR cells, Fluo-8 calcium fluorescence, potentiator mode; 0% = oxytocin EC15, 100% = EC100; activation, % at 3 µM; 0.061% of 320,000 active; AID 2445;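 active = activation above that plate's cutoff, the mean activation of tested compounds plus 3 SD, cut at about 6.6% in these data, passing the limit was not always enough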;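 note: 100% uses oxytocin at 75 nM as the full agonist control; some results filed as inactive read as strong as hits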
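Dosing: Single dose, 3.0 µM nominal final compound concentration | Material: Human OTR in CHO cells | Technique: Kinetic Fluo-8 calcium fluorescence | Benchmarks: EC15 oxytocin alone as 0%, 75 nM oxytocin as 100% | Probe or stimulus: Oxytocin at about EC15, sub-maximal agonist stimulus | Incubation: Compound 6 min at room temperature before oxytocin, 100 s read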
M1 antag – blocks human M1 muscarinic receptor | AID 588852 | inhibition, % at 3 µM | CHO-K1 hM1, Fluo-8 calcium fluorescence, ACh EC80 antagonist | 1.3% of 360,000 active;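 active = percent inhibition above its own plate's cutoff, namely the mean of that plate's compound wells plus 3 SD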;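 note: peak over basal fluorescence ratio during 140 s after agonist addition; 0% = ACh EC80 plus DMSO and 100% = DMSO alone without agonist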
TAAR1 agonist – human TAAR1 agonism. activation, % at 3 µM. Q96RJ0. 0.99% of 360,000 active. CHO RD-HGA16 TAAR1, Fluo-8 calcium fluorescence; vehicle wells 0%, saturating PEA agonist 100%. AID 624467;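 active = activation above the mean activation of all test compounds in the run plus 3 SD, cut at about 38% in these data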
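Test system: RD-HGA16 (CHO) cells co-expressing Gα16 and hTAAR1 | Doses: Single dose, 3 µM | Schedule: 17-24 h seeding, 75 min 37 °C dye, 30 min RT | Evaluation: % activation from peak over basal fluorescence ratio, DMSO-to-PEA scaled | Technique: Kinetic Fluo-8 calcium fluorescence | Benchmarks: Low control DMSO, high control PEA (EC100)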
CHRM1 PAM – human CHRM1 positive allosteric modulation; P11229; CHO-K1 hM1, Fluo-8 calcium fluorescence, ACh EC20; 0% = ACh EC20, 100% = maximal ACh; activation, % at 3 µM; 0.088% of 360,000 active; AID 588819; in the data active = activation above about 19%, passing the limit was not always enough
CHO parental Ca – counter-screen: ATP calcium response change in parental CHO cells; parental CHO-K1, ATP-induced calcium, Fluo-8 fluorescence; inhibition, % at 5.6 µM; 0.63% of 330,000 active; AID 463079;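 active = inhibition above that plate's mean sample inhibition plus 3 SD, cut at about 26% in these data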;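 note: 0% = ATP-challenged DMSO wells and 100% = DMSO wells without ATP; some compounds past the cut are filed as inactive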
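Material: parental CHO cells / Compound: single nominal dose of 5.6 µM per compound / Signal: Fluo-8 fluorescence / Replicates: singlicate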
M1 ag – activates human CHRM1 receptor | CHO-K1 hM1, Fluo-8 calcium fluorescence, agonist mode; 0% DMSO, 100% acetylcholine EC100 | activation, % at 3 µM | 0.33% of 360,000 active;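 active = activation above the run's mean compound activation plus 3 SD, cut at about 16% in these data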;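 note: peak over basal fluorescence ratio within a 140 s kinetic read after compound addition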
* marks the source's active call; other numbers are inactive results; . = not tested or not shown.

The line under a structure holds: V1R ag counter, TAAR1 antagonist, OXTR ag, OXTR potentiate, M1 antag, TAAR1 agonist, CHRM1 PAM, CHO parental Ca, M1 ag
- Cn1c(=O)c2c(nc(CN3CCN(C(c4ccccc4)c4ccccc4)CC3)n2CC(N)=O)n(C)c1=O
→ 0.8, 15, 0.4, 2, -6, 4, 2, -7, -5
- COC(=O)Cc1c(O)ccn(C2CC2)c1=O
→ 0.8, -21, 0.9, -3, -8, 4, 9, -9, -1
- CCOC(=O)N1CCN(C(=O)CSCc2nc(-c3ccccc3C)oc2C)CC1
→ 6.8, -5, 4.9, -4, 6, 10, -8, -19, -2
- O=c1sc2ccccc2n1COc1ccc(Cl)cc1
→ -0.2, 36, -1.5, -12, 3, 5, -5, -17, -5
- CCCCN(C(=O)CSCc1c(C)noc1C)c1c(N)n(CCCC)c(=O)[nH]c1=O
→ 0.3, -25, -1.5, -7, -14, 1, 4, -7, 0
- CCCCCCCC(=O)Nc1ccc(S(=O)(=O)Nc2nccs2)cc1
→ 0.4, 7, -0.3, -11, -9, 6, 9, -4, -7
- CCn1cc(C2=NOC(C(=O)Nc3cc(C)nn3-c3ccccc3)C2)c(C)n1 (stereo not drawn)
→ 0.4, 6, -0.9, 1, 13, 2, -6, -6, -3
- CC(=O)c1cc(F)c(N2CCN(C(=O)C(C)(C)C)CC2)cc1C
→ 7.2, -1, 11, -16, -6, 7, -3, -6, 2
- Cc1c(C)n(-c2ccc(Cl)cc2)c2ncnc(N)c12
→ 1.5, -6, -0.9, -6, -8, 0, 1, -19, -5
- Cc1ccc2cccc(OCC(=O)Nc3ccc(N4CCOCC4)cc3)c2n1
→ 1.5, 15, 1.8, -20, 2, 9, -3, -8, -2
- CCOC(=O)CN(C(=O)COc1nc(C)cc(C)c1C#N)c1ccc(F)cc1
→ 0.8, -42, -2.0, 2, 13, 0, -4, -19, -5
- O=C(Nc1ccc(Cl)cc1)C1Cc2c(-c3ccccc3)ccnc2O1 (stereo not drawn)
→ ., -2, ., ., -14, 8, 6, ., -2
- CCN(CC)S(=O)(=O)c1ccc2[nH]c(=O)cc(C(=O)Nc3ccc(C)cc3)c2c1
→ 1.1, -4, 0.5, -11, 0, 6, 5, -9, -2
- Cc1ccc(C(=O)Cn2nnc3c(sc4nc5c(c(-c6ccccc6)c43)CCC5)c2=O)cc1
→ 0.1, 3, 0.1, -4, -12, 4, 9, -19, 3
- O=C(COC(=O)/C=C/c1ccc(C(F)(F)F)cc1)NCC1CCCCC1
→ -0.1, 0, -0.5, 2, -9, -1, 6, 6, -1
- O=C(CN1c2cccc3cccc(c23)S1(=O)=O)N1CCOCC1
→ -0.2, -7, 1.1, -2, 4, 4, 1, -7, -1
- Cc1ccc(C(=O)N2CCN(c3ccc(F)cc3)CC2)cc1S(=O)(=O)N1CCCCC1
→ 9.8, 10, 4.1, -13, 8, 2, -2, -4, -2
- CN(C)/C=C/C(=O)c1ccccc1
→ 1.1, -23, 0.4, -3, -8, 0, 10, -17, 0
- COc1ccc(OC)c(NC(=O)c2c(NC(=O)CCC(=O)O)sc3c2CCCCC3)c1
→ 1.1, 9, -0.5, -2, -6, 2, 8, -5, -4
- COc1ccc(C2=C(c3ccc([N+](=O)[O-])cc3)C(=O)OC2)cc1
→ -0.6, -4, 0.3, 0, 6, 2, -2, 3, -5

Whole records as entered above. Values in the order: V1R ag counter | TAAR1 antagonist | OXTR ag | OXTR potentiate | M1 antag | TAAR1 agonist | CHRM1 PAM | CHO parental Ca | M1 ag
O=C(COC(=O)/C=C/c1ccc(C(F)(F)F)cc1)NCC1CCCCC1 across the screens: -0.1 | 0 | -0.5 | 2 | -9 | -1 | 6 | 6 | -1
CCn1cc(C2=NOC(C(=O)Nc3cc(C)nn3-c3ccccc3)C2)c(C)n1 (stereo not drawn) across the screens: 0.4 | 6 | -0.9 | 1 | 13 | 2 | -6 | -6 | -3

Remaining list, next part
The line under a structure holds: V1R ag counter, TAAR1 antagonist, OXTR ag, OXTR potentiate, M1 antag, TAAR1 agonist, CHRM1 PAM, CHO parental Ca, M1 ag
- CCNC(=S)Nc1ccc(Cl)c([N+](=O)[O-])c1
→ 9.9, 5, 19, -12, 36*, 7, -13, 19, 2
- CNS(=O)(=O)c1cccc(C(=O)OCC(=O)c2c(N)n(C)c(=O)n(C)c2=O)c1
→ 0.5, -25, 0.8, 0, -14, 5, 9, -23, -3
- Cc1ccc(-c2cc(C(=O)NCc3ccc4c(c3)OCO4)no2)cc1
→ 1.2, 7, -0.5, -4, -4, 2, 4, -7, -6
- Cc1nc(NC(=O)CSc2nc3ccccc3s2)sc1C(=O)N(C)C
→ 0.7, -27, -0.2, 0, -20, 3, 25*, -24, 1
- CCC(CC)c1nnc(NC(=O)c2c(-c3ccccc3)noc2C)s1
→ -1.2, -7, -1.5, -5, -12, 0, 5, -20, -5
- O=C(/C=C/Nc1ccc(S(=O)(=O)Nc2ncccn2)cc1)c1cccs1
→ -0.1, -3, 1.6, -2, -19, 4, 11, -12, 0
- O=C(Cn1cccn1)N1CCCC(Nc2ccc(F)c(F)c2)C1 (stereo not drawn)
→ 1.4, 2, 0.2, -1, -10, 3, 7, -12, -2
- Cc1[nH]c2ccccc2c1C(=O)COC(=O)C1CC(=O)N(Cc2ccccc2)C1 (stereo not drawn)
→ 4.8, 70*, 5.9, -25, 11, 26, -2, -14, 1
- COc1ccc(OCC(O)CN(C)C(=O)/C=C/c2cccc([N+](=O)[O-])c2)cc1 (stereo not drawn)
→ 1.7, -26, 0.8, 4, 10, 3, -6, -10, -3
- CCOC(=O)C1CCCN(C(=O)c2ccc3oc(Cc4ccccc4)nc3c2)C1 (stereo not drawn)
→ 0.8, -16, -0.7, -3, -18, 0, 9, -7, -3
- CCOCCCn1c(=S)[nH]c2cc(C(=O)NCCc3ccccc3)ccc2c1=O
→ 2.1, -9, 1.0, -15, -6, 44*, 5, -10, 0
- O=Cc1ccccc1OCc1ccc2c(c1)OCO2
→ -0.1, 7, -0.5, -12, 7, 2, -10, 12, -9
- Cc1cc2ccccc2n2c(SCC(=O)NCC3CCCO3)nnc12 (stereo not drawn)
→ 0.3, -1, -0.5, -1, ., 0, ., -11, .
- FC(F)(F)c1ccc(C2[C@H]3CN(Cc4ccc(-c5ccccc5)cc4)[C@H](c4ccccc4)C34CC2(c2ccccc2)C4)cc1 (stereo partly drawn)
→ -0.5, 9, -0.9, -12, ., -2, ., -23, .
- CC1=C(C(=O)N(C(C)C)C(C)C)CC(CC(=O)NC2CC2)C(=O)N1CCCN1CCCC1=O (stereo not drawn)
→ ., -10, ., ., -24, 2, 1, ., -2
- CCOc1ccc(Cl)cc1-c1cc(C(=O)NCc2ccccc2)[nH]n1
→ ., -6, ., ., -15, 1, 3, ., -1
- COCCn1c(=S)[nH]c2cc(C(=O)N3CCN(C4CCCCC4)CC3)ccc2c1=O
→ ., -3, ., ., -5, -2, 0, ., -2
- O=S(=O)(c1ccccc1)c1cnn2c(C(F)(F)F)cc(-c3ccccc3)nc12
→ 0.0, 0, -1.4, -10, -14, 2, 14, -10, -5
- CCCCN1C(=O)C(CC(=O)NCc2cccs2)CC(C(=O)N(C)C)=C1C (stereo not drawn)
→ ., 9, ., ., -7, 1, 1, ., -2
- CC(NC(=O)CCNC(=O)c1ccccc1Cl)C1CC2CCC1C2 (stereo not drawn)
→ 0.7, 2, -0.4, -2, -7, 2, 9, 2, -5

Other entries:
mol,V1R ag counter,TAAR1 antagonist,OXTR ag,OXTR potentiate,M1 antag,TAAR1 agonist,CHRM1 PAM,CHO parental Ca,M1 ag
COc1cccc(NC(=O)CN(C)C(=O)CSC(=S)N2CCCC2)c1,0.5,-18,0.1,2,-5,5,10,-11,-1
CC(=O)Cc1nsc(NC(=O)c2cc(-c3ccccc3Cl)oc2C)n1,-0.8,-21,-1.2,-5,-11,-1,6,-21,-6
CCSc1nnc(NC(=O)CN2C(=O)N(C)C3(CCCCC3)C2=O)s1,.,-11,.,.,-9,0,6,.,-1
COc1ccc(N2CCN(C(=S)Nc3ccc(C)cc3)CC2)cc1,2.5,16,2.2,1,3,22,3,-3,-3
COc1ccc(N2CCN(C(=O)C3CCCN(c4ncnc5c4nc4n5CCCCC4)C3)CC2)cc1 (stereo not drawn),-0.8,36,-2.1,-9,3,23,8,-24,-1
CCOc1ccc(NC(=O)Nc2cc(OCC(F)(F)F)cc(OCC(F)(F)F)c2)cc1,8.2,12,5.0,-18,10,9,-12,22,-2
CC(C)C1N=C2c3ccccc3N=C(SCc3cc(=O)n4cc(Cl)ccc4n3)N2C1=O (stereo not drawn),1.6,0,0.4,7,-1,7,1,-21,-5
COc1cccc(CN2CC(C(=O)N3CCCC3)CCC2=O)c1 (stereo not drawn),-0.3,-19,0.8,3,-9,2,2,-6,-5
COc1cc(CCC(=O)N2CCN(c3ccccc3)CC2)cc(OC)c1OC,1.1,7,-0.4,-7,-13,-1,14,-9,-3
COc1ccc(NC(=O)CC2C(=O)N(c3cccc(C)c3)C(=O)N2C2CCCCC2)cc1 (stereo not drawn),-0.4,-12,-1.5,-17,-3,6,7,-12,-5
O=C(CN1C(=O)c2ccccc2S1(=O)=O)Nc1ccccc1C(=O)NCc1ccco1,2.4,5,1.3,-4,-16,6,3,-12,-1
Cc1cccc(C)c1OCc1cc(C(=O)N2CCN3CCCC3C2)no1 (stereo not drawn),.,-3,.,.,12,0,0,.,-5
CC(O)(CC(=O)CC(=O)c1ccccc1)c1ccccc1 (stereo not drawn),.,-4,.,.,-3,3,7,.,-1
Cc1cc(NC(=O)NC2(C(F)(F)F)Oc3ccc(Cl)cc3O2)no1 (stereo not drawn),0.4,.,-0.5,-8,-7,.,6,7,-2

Records listed above printed as active in TAAR1 antagonist.
SMILES	TAAR1 antagonist	OXTR potentiate	M1 antag	CHRM1 PAM	M1 ag
Cc1[nH]c2ccccc2c1C(=O)COC(=O)C1CC(=O)N(Cc2ccccc2)C1 (stereo not drawn)	70*	-25	11	-2	1

Part of the list above, limited to CHO parental Ca.
compound	CHO parental Ca
COc1ccc(N2CCN(C(=O)C3CCCN(c4ncnc5c4nc4n5CCCCC4)C3)CC2)cc1 (stereo not drawn)	-24
CCOc1ccc(NC(=O)Nc2cc(OCC(F)(F)F)cc(OCC(F)(F)F)c2)cc1	22
COc1cc(CCC(=O)N2CCN(c3ccccc3)CC2)cc(OC)c1OC	-9
COc1cccc(NC(=O)CN(C)C(=O)CSC(=S)N2CCCC2)c1	-11
